# pCIP destab = p/CIP protein destabilization | Q05BA5 | F442A p/CIP-EGFP cells, EGFP fluorescence, 16 h | AID 1984 | 290,000 tested, 0.01% active | decrease of EGFP signal, % at 10 µM;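 active = EGFP signal decrease of at least 30% at 10 µM or well 3 SD below plate mean, unless failing retest; inactive = the rest, including hits failing retest or dose response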; also: some compounds called inactive have numbers as strong as hits; many of its hits are not listed in these tables
# PfM18AAP inh = PfM18AAP enzyme inhibition. recombinant PfM18AAP, H-Glu-NHMec fluorogenic cleavage. inhibition, % at 7.35 µM. 290,000 tested, 1.2% active. AID 1822;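 active = inhibition above the campaign mean inhibition over all tested compounds plus 3 SD, cut at about 28% in these data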;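 also: 0% = plate median of test compound wells and 100% = 2 mM ZnCl2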
# VIM-2 inhibitor = inhibitors of Pseudomonas aeruginosa VIM-2 metallo-beta-lactamase; 290,000 tested, 0.89% active; AID 1527; purified VIM-2, nitrocefin hydrolysis, epi-absorbance fluorescence; inhibition, % at 5.6 µM;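 active = inhibition above the mean of all tested compounds plus 3 SD, cutoff set per screening run, cut at about 7.5% in these data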;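 also: red hydrolysis product quenches plate fluorescence so inhibitors raise well fluorescence; 0% = enzyme with DMSO and 100% = DMSO without enzyme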
# IDE act = boosts human insulin-degrading enzyme activity in HEK cells; P14735; FAbeta-B cleavage, fluorescence polarization; 0% vehicle, 100% cell-free pure enzyme wells; activation, % at 5.96 µM; 340,000 tested, 0.073% active;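 active = activation above the mean of all tested compounds plus 3 SD, set per screening campaign, cut at about 17% in these data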
# SUMO HTRF inh = SUMOylation inhibition; inhibition, % at 35 µM; 290,000 tested, 0.36% active; P63279; HTRF SUMOylation assay, SAE1/SAE2 + UBC9, in vitro; in the data active = inhibition above about 50%, passing the limit was not always enough; also: strong numbers were not always called active
# Target sequence (P63279 whole entry, looked up): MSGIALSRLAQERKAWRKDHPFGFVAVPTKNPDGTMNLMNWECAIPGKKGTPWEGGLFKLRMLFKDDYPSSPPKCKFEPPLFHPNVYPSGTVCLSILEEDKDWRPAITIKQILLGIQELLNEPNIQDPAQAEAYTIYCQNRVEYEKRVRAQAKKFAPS
# HCV NS3 hel inh = blocks Hepatitis C virus NS3 helicase unwinding; inhibition, % at 10.9 µM; AID 1800; NS3 helicase DNA unwinding, Cy5 molecular beacon fluorescence; 290,000 tested, 0.56% active;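 active = inhibition above the mean of all tested compounds plus 3 SD, set per campaign, cut at about 35% in these data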;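 also: 0% = DMSO wells and 100% = thioflavine S control wells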
#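 Compound dosing – single dose, 10.9 µM nominal final, DMSO 0.8% final · System – NS3 helicase fragment of HCV · Buffer or medium – MOPS pH 6.5, MgCl2, DTT, Tween20, BSA · Signal – Cy5 beacon fluorescence read at start and 1 h · Also added – annealed dual-labelled DNA beacon duplex, ATP-started · Schedule – 1 h at 25 °C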
# IMP-1 inh = inhibitors of Pseudomonas aeruginosa IMP-1 metallo-beta-lactamase. purified IMP-1, nitrocefin hydrolysis, epi-absorbance fluorescence. inhibition, % at 5.6 µM. 290,000 tested, 0.45% active;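 active = inhibition above the mean plus 3 SD of all compounds in the same screening run, cut at about 4.5% in these data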;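 also: 0% = IMP-1 with DMSO and 100% = DMSO wells lacking enzyme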
#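 system = purified recombinant IMP-1 beta-lactamase | amount = 0.2 nM IMP-1, as dispensed | medium = HEPES buffer pH 7.1 with ZnSO4 and Brij 35 | times = 25 °C, 15 min preincubation, 25 min reaction | detection = plate fluorescence quenching by hydrolysis product, ex 480/em 530 nm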
# IDE cell inh = inhibits human insulin-degrading enzyme in HEK cells | FAbetaB cleavage, fluorescence polarization | inhibition, % at 5.59 µM | P14735 | 320,000 tested, 0.41% active;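 active = percent inhibition above the average of all tested compounds plus 3 SD, set per screening campaign, cut at about 16% in these data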;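 also: IDE supplied by intact live HEK cells; FP after avidin binding of uncleaved biotin substrate so inhibition keeps polarization high; 0% = DMSO wells and 100% = 60 µM reference IDE inhibitor Ii1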
# DNA FID counter = displaces DNA intercalator in HCV helicase counter-screen; DNA fluorescent intercalator displacement, fluorescence; inhibition, % at 7.9 µM; 290,000 tested, 0.17% active; AID 1845; in the data active = inhibition above about 37%;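 also: 0% = vehicle and 100% = reference compound; higher means more ethidium bromide displaced from hairpin DNA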
# Active calls of the source: *; . = no result given.
SMILES,pCIP destab,PfM18AAP inh,VIM-2 inhibitor,IDE act,SUMO HTRF inh,HCV NS3 hel inh,IMP-1 inh,IDE cell inh,DNA FID counter
COc1ccc(Br)c(OC)c1C(=O)NC(=O)Nc1c(F)cccc1F,-2,3,-1.6,3,12,0,-0.2,-4,-16
COc1ccc(-c2noc(CN3CCCCC3)n2)cc1OC,-8,1,0.2,-3,-10,-7,0.5,9,-5
COc1ccc(C2CC(c3ccc(Br)cc3)=NN2C(=O)CCC(=O)O)cc1OC (stereo not given),-10,-2,-1.6,4,11,-1,-2.3,-6,-45
CCOC(=O)Cc1csc(NC(NC(=O)CC)(C(F)(F)F)C(F)(F)F)n1,-2,3,-2.1,-2,-10,2,-0.7,7,0
CC(CCc1ccccc1)NC(=O)C1CCN(S(=O)(=O)N2CCOCC2)CC1 (stereo not given),9,-14,-1.1,-2,2,-2,-2.8,-5,-18
COC1CCCCC1Nc1cccc(SC)c1 (stereo not given),-8,3,-0.3,-1,-3,1,-4.0,-3,3
CC(C)NC(=O)NC(=O)COC(=O)c1cc(S(=O)(=O)N2CCCCC2)ccc1N1CCOCC1,-18,4,-3.1,-4,-7,-5,-4.0,5,-44
O=C(C(=O)N1CCCc2ccccc21)c1c[nH]c2ccccc12,4,9,1.3,1,-39,-1,2.1,0,-15
Cc1cccc(C(=O)NC(NCc2ccco2)C(Cl)(Cl)Cl)c1 (stereo not given),-10,1,-0.4,-2,11,10,-3.1,-3,2
CN1CC(=O)Nc2ccccc2C1=O,-8,-4,1.0,3,20,1,-1.6,2,1
CCOC(=O)c1ccc(NC(=O)c2ccco2)cc1,-6,8,0.5,-2,5,6,-2.0,1,-4
O=C(COC(=O)c1ccc([N+](=O)[O-])o1)Nc1cccc2ccccc12,6,7,-1.8,6,5,-8,-3.3,6,7
CC(=O)Nc1ccc(/C=N\NC(=O)CNS(=O)(=O)c2ccc([N+](=O)[O-])cc2)cc1,3,19,-0.8,2,1,-18,0.2,4,9
COc1ccc(OC)c(C(C)NC(=O)C23CC4CC(CC(C4)C2)C3)c1 (stereo not given),6,7,-2.0,5,6,-17,-1.1,0,-30
Cc1ccc(NC(=S)NCCC(c2ccccc2)c2ccccc2)c(C)c1,-14,1,-2.6,9,-21,-11,-1.7,-1,-20
C=CCNC(=S)N/N=C/c1ccc(N(CC)Cc2ccccc2)cc1,-6,0,-1.8,14,-6,-22,-2.0,-2,-18
CCN1C(=O)/C(=C\N(C(C)=O)c2ccccc2)OC1=S,-15,9,-0.4,5,-8,-1,-2.3,2,-6
CN(C)CCCN(Cc1ccccc1)C(=S)Nc1ccc(OC(F)F)cc1,-2,9,-3.1,5,-9,0,-1.5,4,17
COc1ccc(C2C(C#N)=C(N)Oc3c2sc2nc(C)cc(C)c32)cc1 (stereo not given),2,3,-2.1,5,24,1,-2.6,9,-1
CCOC(=O)c1nc(S(C)(=O)=O)ncc1Cl,-24,-66,-0.8,0,21,-2,-2.1,-4,-2

# An excerpt from above with just PfM18AAP inh:
Structure	PfM18AAP inh
CN(C)CCCN(Cc1ccccc1)C(=S)Nc1ccc(OC(F)F)cc1	9
COc1ccc(C2C(C#N)=C(N)Oc3c2sc2nc(C)cc(C)c32)cc1 (stereo not given)	3

# (listing goes on)
SMILES,pCIP destab,PfM18AAP inh,VIM-2 inhibitor,IDE act,SUMO HTRF inh,HCV NS3 hel inh,IMP-1 inh,IDE cell inh,DNA FID counter
CCC(=O)Nc1nnc(SCC(=O)Nc2ccc3c(c2)OCCO3)s1,-24,-5,-2.9,2,3,18,-2.8,3,-11
O=C(Cn1cc(C(F)(F)F)cc(Cl)c1=O)NCc1ccc(Cl)cc1,-7,-11,-1.4,1,5,-6,-1.4,3,-14
O=C(c1cccs1)N1CCC(c2nc3c(nnn3Cc3ccccc3)c(=O)[nH]2)CC1,-1,-9,-1.4,9,11,4,-3.2,3,-10
CCOC(=O)NC1(C(F)(F)F)C(=O)N(Cc2ccccn2)C2=C1C(=O)CC(C)(C)C2 (stereo not given),-12,1,-0.3,5,12,1,-1.0,4,-2
O=C(O)CC1(CC(=O)N2CCC(C(=O)O)CC2)CCCC1,-11,-3,-2.4,9,5,-7,-2.8,-5,0
Cc1[nH]ccc(=O)c1OCc1ccccc1,-11,0,0.5,7,-1,8,-1.4,4,-4
COC(=O)/C(C#N)=C/c1c(Oc2cc(C)cc(C)c2)nc2ccccn2c1=O,-1,1,-1.6,.,5,1,-2.5,-2,-1
COc1ccc(CCNc2ccc(C(CC(N)=O)NC(=O)Cc3ccc(Br)cc3)cc2[N+](=O)[O-])cc1 (stereo not given),-1,.,.,6,48,.,.,-3,.
COc1ccc(N(CC(=O)NCC2CCCO2)C(=O)CCC(=O)Nc2nccs2)cc1 (stereo not given),.,1,-1.6,2,.,-1,-2.3,0,-22
Cc1ccccc1S(=O)Cc1ccc(C(=O)NCCCN2CCCCC2)o1 (stereo not given),8,-5,-7.1,4,-2,-5,-2.1,-3,2
COc1ccc(NC(=O)CCC(=O)c2cccs2)cc1S(=O)(=O)Nc1ccccc1Cl,-9,-9,-2.0,4,-19,-4,5.2*,2,-7
O=S(=O)(Cc1ccccc1Cl)N1CCN(Cc2ccc3c(c2)OCO3)CC1,-3,3,-1.4,1,-14,-11,-1.0,-1,-12
Cc1ccc(NC(=O)CCC(=O)NNC(=O)CCc2ccccc2)c(C)c1,-8,0,-0.1,2,10,-1,-2.4,-9,-5
O=C(O)c1cccc(S(=O)(=O)Nc2cccc(S(=O)(=O)N3CCCCCC3)c2)c1,-4,6,-1.2,10,10,-18,-2.2,-2,-28
CC(=O)Nc1ccc(-c2csc(Nc3ncccn3)n2)cc1,-8,8,-4.3,8,27,2,-1.8,-6,5
CC(C)C[C@H](NC(=O)c1[nH]cnc1C(=O)N[C@@H](Cc1ccccc1)C(=O)OC(C)(C)C)C(=O)OCc1ccccc1,-13,-13,-0.4,4,-7,-11,-1.7,-3,-49
O=C(NCc1cn2ccccc2n1)C1CCC(=O)N(Cc2ccccc2F)C1 (stereo not given),-6,-4,0.5,4,5,7,1.2,-3,-7
CC(C(=O)NC1CCCCCC1)N(c1ccccc1)S(C)(=O)=O (stereo not given),-6,-6,-7.1,3,8,-3,-2.1,0,-9
CC(C)=CCC/C(C)=C/COc1ccc2ccc(=O)oc2c1,-17,1,-2.1,-2,1,14,-2.8,2,-7
CC(C)C(OC(=O)c1ccco1)C(=O)NC1CCCC1 (stereo not given),1,2,-3.7,1,-1,-2,-2.6,1,-2
COc1ccc(NC(=O)c2ccco2)cc1NC(=O)c1ccco1,-8,-10,1.0,-1,29,6,-0.2,3,-3
O=C1/C(=C/c2ccco2)Cc2ccccc21,0,4,-3.0,3,21,11,-1.9,4,-5
O=C(CCCOc1ccccc1)NC(=S)Nc1ccccc1,-5,2,-2.8,-2,-4,-9,-4.3,5,-10
COc1ccc(CCNCc2c(OC)ccc3ccccc23)cc1OC,-4,5,-2.3,5,-3,-11,-4.8,2,2
CC1(C)CC2(CC(c3ccccc3)Oc3cc(O)ccc32)NC(=S)N1 (stereo not given),4,-1,-0.4,-4,3,-12,-2.7,1,-11
CCOC(=O)C(=CNc1ccc(OC)cc1[N+](=O)[O-])C(=O)OCC,0,-2,-0.6,7,-1,5,-1.5,3,-3
NS(=O)(=O)c1ccc(CCNC(=O)c2ccc(S(=O)(=O)N3CCCCC3)cc2)cc1,-8,4,0.5,1,-3,0,-5.3,-3,-20
COc1ccc(C(=O)NNC(=O)CSc2nnc(C3CC3)n2C)cc1,-5,4,-2.6,4,7,1,-3.2,-2,-7
CCc1nnc(NC(=O)CSc2ccc(-c3nc4ccccc4[nH]3)cn2)s1,-12,2,-0.9,2,3,-10,-3.2,-2,-7
O=C(NCCCN1CCC(Cc2ccccc2)CC1)C1CCN(S(=O)(=O)N2CCC3(CC2)OCCO3)CC1,-9,-4,-2.1,2,16,1,-2.7,-3,15
O=C(NC1CCCC1)c1cc(S(=O)(=O)N2CCCC2)ccc1Cl,-4,-14,0.7,3,5,0,-0.5,1,-6
COc1cc(NC(=O)C(C)Oc2ccccc2)cc(OC)c1 (stereo not given),-3,-9,-1.2,7,10,5,-3.5,5,-11
COC(=O)c1ccn(C(=O)c2ccc(Cl)cc2)n1,-16,-14,-1.3,7,13,-3,-4.6,2,-1
Cc1ccc(C(=O)Nn2cnnc2)cc1Cl,-1,47*,2.8,-1,8,10,0.3,-4,2
CCc1cc(=O)oc2cc(C)cc(OC(C)C(=O)NCCCN3CCOCC3)c12 (stereo not given),3,-8,-1.0,1,28,2,-0.2,-6,7
CN1CCN(C2=C(Cl)C(=O)C(c3cnc(N4CCCCC4)s3)=C(Cl)C2=O)CC1,-16,12,0.1,3,24,10,-0.1,23*,2
C[C@@H]1CCC2[C@](C)(CO)[C@@H](O)CC[C@]2(C)[C@@]12C[C@](CO)(CC(=O)O)CO2 (stereo not given in full),7,-7,-3.0,0,12,15,-3.9,2,-10
Cc1c2cnn(CC(=O)N3CCN(c4ncccn4)CC3)c(=O)c2c(C)n1Cc1ccc(F)cc1,7,4,-2.7,.,3,-1,-0.8,0,-12
OC(Cn1cnnc1)c1ccccc1 (stereo not given),-13,79*,-2.0,4,20,4,2.0,-1,6
COc1ccc(-n2c3c(cc(C(=O)N4CCN(CCO)CC4)c2=O)C(=O)CC(C)(C)C3)cc1,3,8,-3.1,1,12,7,-2.8,7,-2
COc1ccc(CC(=O)OCC(=O)NC(=O)NC2CCCCC2)cc1,-6,2,1.3,2,-10,-4,-2.7,4,-26
O=C(NCCCn1ccnc1)c1ccc(N2CCCCCC2)c([N+](=O)[O-])c1,4,7,-2.1,-3,20,-12,-5.2,5,13
CCOC(=O)C1CCCN(C(=O)c2sc3nc(C)nc(N4CCOCC4)c3c2C)C1 (stereo not given),-6,-1,1.3,2,-19,-1,-0.8,-3,-24
O=[N+]([O-])/C(C(Cl)=C(Cl)Cl)=C1\Nc2ccccc2O1,-4,0,-2.2,-3,22,2,-4.0,1,4
Cc1ccc(OCC(=O)Nn2cnnc2)c(Br)c1,0,66*,-2.6,1,-13,15,1.7,8,-4
Cc1c(NC(=O)c2ccccc2NC(=O)COc2ccccc2)cccc1C(=O)O,-14,-2,-0.4,3,-1,-5,-1.7,-2,-42
CC(=O)c1c(C)oc2ccc(NS(=O)(=O)c3cccs3)cc12,-9,-6,-1.1,5,13,-4,-1.7,-6,1
Cc1cccc(NN=C2c3ccccc3-c3ccccc32)c1,2,6,-2.1,-3,-19,7,-1.6,5,2

# High-throughput results: PubChem BioAssay, several laboratories
